Assay outcomes deposited in PubChem by several laboratories.
Calpain2 inh: inhibitors of pig calpain II; purified calpain II, fluorogenic peptide substrate, 30 min; inhibition, % at 16 µM; hit rate 0.37% among 220,000;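 active = inhibition above about 50%, limit read from the data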
KCC2 mod: KCC2 (human) Cl- transport modulation; Q9H2X9; KCC2 cells, thallium flux FluoZin-2 fluorescence; B-score of Tl+ flux slope (higher = more flux/activation; lower = inhibition) at 10 µM; hit rate 2.2% among 190,000;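 active = thallium flux slope and its plate-corrected score both differing from the plate sample mean at a set confidence after two filtering rounds, in either direction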;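 also: slope of fluorescence scaled to starting intensity during 10 to 20 s after thallium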
Target sequence (Q9H2X9 whole entry, looked up): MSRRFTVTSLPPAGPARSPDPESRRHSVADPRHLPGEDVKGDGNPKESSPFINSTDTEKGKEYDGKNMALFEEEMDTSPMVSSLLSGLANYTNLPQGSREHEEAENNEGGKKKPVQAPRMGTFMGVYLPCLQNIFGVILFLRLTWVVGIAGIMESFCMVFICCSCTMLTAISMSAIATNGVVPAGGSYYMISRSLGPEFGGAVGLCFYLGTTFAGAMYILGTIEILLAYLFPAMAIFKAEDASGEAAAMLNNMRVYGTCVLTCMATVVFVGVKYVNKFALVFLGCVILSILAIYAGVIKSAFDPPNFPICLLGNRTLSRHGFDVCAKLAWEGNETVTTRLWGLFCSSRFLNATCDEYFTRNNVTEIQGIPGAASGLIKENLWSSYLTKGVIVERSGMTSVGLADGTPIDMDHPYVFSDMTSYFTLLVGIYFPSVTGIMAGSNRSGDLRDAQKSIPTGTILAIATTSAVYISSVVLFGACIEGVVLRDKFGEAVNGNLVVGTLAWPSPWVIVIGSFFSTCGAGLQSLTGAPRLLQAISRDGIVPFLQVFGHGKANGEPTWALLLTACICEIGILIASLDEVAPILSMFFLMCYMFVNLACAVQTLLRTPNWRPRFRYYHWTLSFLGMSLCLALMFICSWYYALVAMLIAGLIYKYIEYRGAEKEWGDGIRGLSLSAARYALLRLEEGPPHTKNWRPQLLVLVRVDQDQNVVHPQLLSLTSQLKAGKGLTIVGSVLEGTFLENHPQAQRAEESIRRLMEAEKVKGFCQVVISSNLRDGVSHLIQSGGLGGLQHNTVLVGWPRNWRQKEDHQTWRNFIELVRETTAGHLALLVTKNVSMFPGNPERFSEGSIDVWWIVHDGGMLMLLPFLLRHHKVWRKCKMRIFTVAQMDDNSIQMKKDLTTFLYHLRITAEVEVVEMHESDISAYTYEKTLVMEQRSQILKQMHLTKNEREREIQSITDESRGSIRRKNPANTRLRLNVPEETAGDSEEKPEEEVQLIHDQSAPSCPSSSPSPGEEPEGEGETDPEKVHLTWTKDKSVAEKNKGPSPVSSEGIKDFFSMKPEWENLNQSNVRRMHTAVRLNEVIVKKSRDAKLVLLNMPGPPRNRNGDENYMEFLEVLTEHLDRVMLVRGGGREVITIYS
FXIIa inh 1536: factor XIIa (human) inhibition | hit rate 0.3% among 220,000 | P00748 | inhibition, % at 5 µM | purified FXIIa, Boc-QGR-AMC fluorogenic substrate, 2 h | AID 800; in the data active = inhibition above about 40%;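 also: 0% = enzyme with no compound and 100% = blank without enzyme; many of its hits are not listed in these tables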
Furin inhibitor: human furin inhibition; hit rate 0.061% among 220,000; inhibition, % at 30 µM; purified furin, fluorogenic substrate cleavage; P09958; in the data active = inhibition above about 25%; also: inactives centre near -15
FXIa inh: inhibitors of human coagulation factor XIa; P03951; purified FXIa, Boc-Glu-Ala-Arg-AMC fluorogenic substrate; inhibition, % at 5 µM; hit rate 0.14% among 220,000; AID 798;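 active = inhibition of at least 40%; inactive = inhibition below 40%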;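 also: fluorescence of freed AMC excited at 355 nm; 0% = enzyme without compound and 100% = no enzyme blank; many of its hits are not listed in these tables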
Thrombin inh: thrombin (human) inhibition; inhibition, % at 5 µM; alpha-thrombin, Boc-VPR-AMC fluorogenic substrate cleavage; hit rate 0.26% among 220,000; P00734;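 active = inhibition at or above 40%; inactive = inhibition below 40%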;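 also: 0% = enzyme with no compound and 100% = wells without enzyme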
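Test system: human alpha-thrombin protein / Dosing: one concentration per compound, 5 µM, with 0.2% DMSO / Medium: pH 7.5 Tris-saline with Tween 20 / Benchmarks: no-compound enzyme wells and no-enzyme blanks / Read-out basis: percent inhibition of thrombin substrate cleavage / Timing: reaction at room temperature / Measured by: fluorescence, ex 355 nm, em 460 nm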
Rad51 HR inh: blocks human Rad51 in homologous recombination; Q06609; hRad51 DNA strand exchange, fluorescence dequenching; inhibition, % at 10 µM; hit rate 0.085% among 200,000; AID 1385;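 active = inhibition above 40% at the single screening dose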;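 also: 0% = DMSO control wells and 100% = blanks with heterologous ssDNA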
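Test system: preformed human Rad51 ssDNA filaments; also added: Donor/quencher-labelled 47-bp dsDNA substrate; doses: 10 µM final, single point; times: 37 °C 15-min filament assembly, 30-min compound preincubation, 15-min exchange; detection: FRET fluorescence dequenching, excitation 485 nm, emission 520 nm; read-out basis: Fluorescence-based percent inhibition, control- and blank-normalised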
PERK inhibitor: blocks human PERK kinase; AID 1416; inhibition, % at 5.6 µM; CHO PERK-DD fusion, SEAP luminescence translation reporter; hit rate 0.17% among 220,000; Q9NZJ5;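 active = inhibition above the mean inhibition of all tested compounds plus 3 SD, set separately per screening campaign, cut at about 2.9% in these data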;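 also: PERK kinase domain activated by AP20187 dimerizer at 100 nM; 0% = DMSO with dimerizer and 100% = rapamycin at 8.4 µM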
hK5 inh: kallikrein 5 (human) inhibition; AID 873; inhibition, % at 5 µM; recombinant hK5, fluorogenic AMC substrate cleavage; hit rate 0.59% among 210,000; Q9Y337;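 active = inhibition of 40% or more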;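 also: 0% = enzyme controls without compound and 100% = no-enzyme blanks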
* = called active by the depositor; . = no result given; [ ] = remark or other dose. A portion of the library; count on the stated rates, not on these rows.

SMILES	Calpain2 inh	KCC2 mod	FXIIa inh 1536	Furin inhibitor	FXIa inh	Thrombin inh	Rad51 HR inh	PERK inhibitor	hK5 inh
CC(CCn1cccn1)NC(=O)CCc1nnc(C2CCCCC2)o1 (centres undefined)	-2	1.2	4	-21	0	2	5	-0.1	3
O=C(CCSc1nc(-c2ccco2)cc(C(F)(F)F)n1)NCc1cccs1	2	-0.046	6	-2[20 µM]	-3	-5	-7	-0.7	-10
CCOc1ccc(NC(=O)Nc2cc(C)ccc2F)cc1	-28	-0.85	11	-19[20 µM]	2	1	8	0.6	3
O=c1[nH]cnc(O)c1C(c1ccc(Br)cc1)c1c(O)nc[nH]c1=O	22	0.6	-2	-9	-3	-8	-12	0.3	13
CS(=O)(=O)N(CC(=O)NCc1ccc2c(c1)OCO2)Cc1ccccc1	21	-0.19	3	-14[20 µM]	-12	-6	20	0.9	-7
COc1cc(OC)c(C(=O)OCC(=O)N(Cc2ccccc2)C(C)(C)C)cc1OC	25	-1.1	4	-22	-5	-11	3	0.2	-6
N#Cc1c(-c2ccc(F)cc2)cc(C2CC2)nc1SCC(=O)c1cccs1	0	-0.035	8	-21	8	-2	1	0.7	3
O=C(COc1ccccc1[N+](=O)[O-])OCC(=O)N1CCC(Cc2ccccc2)CC1	16	-0.31	13	-8	6	1	-1	0.8	-12
COC(=O)CCC(=O)Nc1cc(Cl)cc(Cl)c1	-1	0.012	3	-34	-1	-8	1	0.6	-4
O=C(c1ccc(F)cc1)N1CCN(C2CCC(c3ccccc3)CC2)CC1 (centres undefined)	-5	0.2	10	-25	0	-3	-4	0.0	6
CCOC(=O)c1cccc(NC(=O)CCS(=O)(=O)c2cccc3nsnc23)c1	11	-1.1	23	-9	5	3	.	-0.8	-4
CCC(C(=O)OCC(=O)Nc1cc(Cl)cc(Cl)c1)c1ccccc1 (centres undefined)	21	.	2	-15	-2	-5	4	0.9	-12
Cc1ccc(C)c(Nc2c([N+](=O)[O-])c(=O)oc3ccccc23)c1	6	-3.5	8	-16	5	-1	.	0.1	2
O=C(Nc1nnc(-c2ccco2)o1)c1ccc(N2C(=O)CCC2=O)cc1	2	-0.49	-4	-21	-3	-1	2	0.6	0
O=C(CN1CCN(S(=O)(=O)c2ccc(Br)cc2)CC1)N/N=C/c1ccco1	15	-0.11	-3	-11	-7	-9	-4	0.0	5
CCc1c(C#N)c(SCCC(=O)Nc2ccc(C)cc2)nc2c1C(=O)CC(C)(C)C2	19	0.35	10	-13[20 µM]	-2	-2	1	0.3	2
COc1ccc(C(=O)C2CCCN(C(=O)c3ccoc3C)C2)cc1F (centres undefined)	0	0.21	10	-6	8	2	.	0.5	6
COc1cc(CCC(=O)OCC(=O)NCC2CCCCC2)cc(OC)c1OC	-21	-0.67	.	-29	-2	-2	-3	0.1	1
CCCCC(=O)N(c1ccc(OCC)cc1)C1C=CS(=O)(=O)C1 (centres undefined)	19	0.016	-3	-4	3	-1	7	0.5	-5
Cc1cc(Cl)ccc1OCCCC(=O)NCC1CCCO1 (centres undefined)	-12	-0.34	13	-11[20 µM]	8	4	8	0.6	-4
CCOC(=O)C1CCN(C(=S)Nc2cccc(C)c2)CC1	-20	-0.019	4	-18[20 µM]	-1	-11	.	-0.1	-16
Cc1cc(Cl)ccc1OC(C)C(=O)NCCCn1ccnc1 (centres undefined)	-30	-0.64	10	-29	-1	2	5	-0.1	-2
CCc1ccccc1NC1=NCC(=O)N1Cc1ccccc1	8	-2.1	8	-33	-17	-8	15	-1.1	-4
CCC(C(=O)Nc1cc(C(=O)O)ccc1C)c1ccccc1 (centres undefined)	-15	0.3	2	-17	-3	7	29	2.2	-6
COc1cccc(-c2cc3nc4c(c(N5CCC6(CC5)OCCO6)n3n2)CCC4)c1	1	-1.1	5	-10	1	-2	-7	0.0	6
CCOc1ccc(C(=O)NCC(=O)OCC(=O)Nc2ccc(C)c(S(=O)(=O)N(C)C)c2)cc1	-17	-0.13	6	-27	2	1	15	0.9	11
CC1CC(=O)N(c2ccc(Br)cc2)C(=O)C1	-21	0.6	6	-13	2	2	12	0.1	5
Cc1cc(C(F)F)nn1CC(=O)NCc1ccco1	-20	1.7	-1	-23	-5	-7	-8	1.1	-15
CCNc1nc(NCC)nc(OCCOC(=O)Nc2ccccc2)n1	-7	-0.34	10	-20	-1	-2	.	-1.5	-11
O=C(OCc1ccc(COC(=O)c2cccnc2Cl)cc1)c1cccnc1Cl	17	1.4	4	-25	-2	-3	-1	0.6	0
CC1CC1C(=O)Nc1nc(-c2ccccn2)cs1 (centres undefined)	5	0.027	15	-9[20 µM]	11	1	0	-0.1	2
O=C(NC1CCCCC1)c1cc2ccccc2cc1O	-32	-1.5	8	-19	1	-5	-6	0.8	-1
CCOc1ccc(C(=O)NC2CC3CCCC(C2)N3CC(C)C)cc1 (centres undefined)	40	0.081	11	-28	6	-3	1	0.0	3
Cc1cc(C=C(C#N)C#N)c(C)n1-c1ccccc1	-10	-0.46	23	-7[20 µM]	-4	2	-5	1.0	-3
CCN(CC)S(=O)(=O)c1ccc(/C=C/C(=O)Nc2ccc(F)cc2F)cc1	21	-0.32	4	-3	0	-14	9	0.0	-6
O=C(CNC(=O)c1cccs1)NCC(=O)OCC(=O)c1ccc([N+](=O)[O-])cc1	18	0.42	7	-11	-6	1	21	0.6	8
O=C(NC(=S)Nc1nc(-c2ccccc2)cs1)c1ccco1	3	16*	12	-5	12	-4	-3	0.5	.
COc1cccc(C(=O)N=c2sc3cc(S(C)(=O)=O)ccc3n2C)c1	-26	-0.018	8	-32	-4	-4	8	1.0	-1
C(=C\c1ccccc1)/CSc1nnc(-c2cnccn2)n1Cc1ccco1	10	.	0	-7[20 µM]	-2	1	-4	-0.4	-25
Cc1cccc(C)c1NC(=O)Cn1c(CN2CCCCC2)nc2ccccc2c1=O	-3	0.65	6	-13[20 µM]	-4	0	-7	-0.7	-4
CCC(C)OC(=O)C[N+](C)(C)CCOC1CC2CCC1(C)C2(C)C (centres undefined)	-17	-1.2	2	-16	-6	-8	0	-0.1	-6
CCCOC(=O)c1ccc(Oc2c(-c3ccc(OCC)cc3O)n[nH]c2C)cc1	37	.	10	-2	1	-5	0	-0.5	-55
Cn1c(SCc2ccccc2)nnc1-c1ccc2nonc2c1	-25	-0.05	4	-9	0	-6	.	0.1	-3
CCOc1c(/C=C(\C#N)C(N)=O)c2ccccc2n1CC	8	-0.99	13	-14	8	3	4	0.2	-6
O=C(NCc1ccccc1)c1cccc(COc2cc(Cl)ccc2Cl)c1	25	-0.084	-1	-13	-2	-9	-2	1.2	-4
O=C(Nc1cccnc1)c1cccc(S(=O)(=O)N2CCCCC2)c1	2	0.3	-1	-21	-4	-11	2	-0.2	-3
CN(C)/C=C/C(=O)Oc1ccc(Cl)cc1Cl	-15	0.8	5	-23	-3	2	15	0.9	-6
Cc1onc(-c2c(F)cccc2Cl)c1C(=O)c1ccc(F)cc1	-14	0.094	6	-27	-3	-3	8	0.5	13
Cn1c(=O)c2cc(S(=O)(=O)Nc3ccc4c(c3)OCO4)ccc2n(C)c1=O	18	-0.8	-16	-18[20 µM]	-10	-14	4	-0.6	-34
CC1CCc2c(sc(NC(=O)COC(=O)C3CCCO3)c2C#N)C1 (centres undefined)	22	0.41	24	-9	26	45*	3	1.1	24
COc1ccc(NC(=O)CSc2nc3ccccc3n2-c2ccccc2)c([N+](=O)[O-])c1	-6	-0.33	11	-2	4	5	.	0.9	4
COc1ccc(O)c(C(=O)c2cnc3onc(C(C)C)c3c2)c1	22	.	8	-16	9	-3	-4	-0.4	14
CC1(C)NC(=O)N(CC(O)CN2CCCCC2)C1=O (centres undefined)	-18	0.96	11	-22[20 µM]	-6	2	-4	1.1	-28
COC(=O)[C@H]1C[C@@H]1[C@H](NC(=O)c1cnccn1)c1ccccc1	-7	-0.021	13	-15	4	-1	0	0.4	-7
CCOC(=O)C(CCCOc1ccc(C(C)CC)cc1)C(=O)OCC (centres undefined)	3	0.022	17	7[20 µM]	4	-3	0	-0.5	-8
C#CCO[C@@H]1C[C@H](n2cnc3c(=O)[nH]c(NC(=O)C(C)C)nc32)O[C@@H]1CO	-22	0.29	-1	-9	1	4	-4	.	-1
O=C(NCc1ccncc1)C(=O)NCC1OCCCN1S(=O)(=O)c1ccccc1 (centres undefined)	-9	0.71	1	-16	-5	-7	1	0.2	-12
COC(=O)c1ccccc1NS(=O)(=O)c1cn(C)c(=O)n(C)c1=O	-18	0.7	12	-26	5	-3	-2	1.4	-21
Cc1cccc(-c2noc(CN(C(=O)C34CC5CC(CC(C5)C3)C4)C(C)C)n2)c1	-9	-0.31	-2	-8[20 µM]	-6	-7	2	0.5	-1
CC(C)CNC(=O)c1cccc(NC(=O)c2ccc(NC(=O)c3ccco3)cc2)c1	-54	.	-20	-3[20 µM]	-11	-12	2	-0.5	-9

A second format for ten compounds above:
| SMILES | Calpain2 inh | KCC2 mod | FXIIa inh 1536 | Furin inhibitor | FXIa inh | Thrombin inh | Rad51 HR inh | PERK inhibitor | hK5 inh |
| --- | --- | --- | --- | --- | --- | --- | --- | --- | --- |
| CC(CCn1cccn1)NC(=O)CCc1nnc(C2CCCCC2)o1 (centres undefined) | -2 | 1.2 | 4 | -21 | 0 | 2 | 5 | -0.1 | 3 |
| O=C(CCSc1nc(-c2ccco2)cc(C(F)(F)F)n1)NCc1cccs1 | 2 | -0.046 | 6 | -2[20 µM] | -3 | -5 | -7 | -0.7 | -10 |
| CCOc1ccc(NC(=O)Nc2cc(C)ccc2F)cc1 | -28 | -0.85 | 11 | -19[20 µM] | 2 | 1 | 8 | 0.6 | 3 |
| O=c1[nH]cnc(O)c1C(c1ccc(Br)cc1)c1c(O)nc[nH]c1=O | 22 | 0.6 | -2 | -9 | -3 | -8 | -12 | 0.3 | 13 |
| CS(=O)(=O)N(CC(=O)NCc1ccc2c(c1)OCO2)Cc1ccccc1 | 21 | -0.19 | 3 | -14[20 µM] | -12 | -6 | 20 | 0.9 | -7 |
| COc1cc(OC)c(C(=O)OCC(=O)N(Cc2ccccc2)C(C)(C)C)cc1OC | 25 | -1.1 | 4 | -22 | -5 | -11 | 3 | 0.2 | -6 |
| N#Cc1c(-c2ccc(F)cc2)cc(C2CC2)nc1SCC(=O)c1cccs1 | 0 | -0.035 | 8 | -21 | 8 | -2 | 1 | 0.7 | 3 |
| O=C(COc1ccccc1[N+](=O)[O-])OCC(=O)N1CCC(Cc2ccccc2)CC1 | 16 | -0.31 | 13 | -8 | 6 | 1 | -1 | 0.8 | -12 |
| COC(=O)CCC(=O)Nc1cc(Cl)cc(Cl)c1 | -1 | 0.012 | 3 | -34 | -1 | -8 | 1 | 0.6 | -4 |
| O=C(c1ccc(F)cc1)N1CCN(C2CCC(c3ccccc3)CC2)CC1 (centres undefined) | -5 | 0.2 | 10 | -25 | 0 | -3 | -4 | 0.0 | 6 |
